# UBC13 polyUb: human UBC13 polyubiquitination inhibition | P61088 | UBC13 polyubiquitin chain formation, TR-FRET | inhibition, % at 20 µM | actives 0.47% (n = 330,000) | AID 485273; in the data active = inhibition above about 45%, passing the limit was not always enough
# Target sequence (P61088 whole entry, looked up): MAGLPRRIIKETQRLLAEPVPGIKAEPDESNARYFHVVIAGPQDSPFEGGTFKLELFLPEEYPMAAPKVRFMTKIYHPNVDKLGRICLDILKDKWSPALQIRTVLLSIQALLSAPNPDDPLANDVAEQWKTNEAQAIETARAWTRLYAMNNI
# CXCR6 inh: inhibitors of human CXCR6 receptor | CHO-K1 PathHunter CXCR6 beta-arrestin, luminescence | actives 0.36% (n = 360,000) | inhibition, % at 20 µM | O00574 | AID 602244; in the data active = inhibition above about 34%, passing the limit was not always enough;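 note: antagonist mode with CXCL16 agonist at 10 nM final; 0% = 10 nM CXCL16 with DMSO and 100% = unstimulated wells without agonist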
# APJ antagonist: blocks the human apelin receptor APJ; CHO-K1 APJ beta-arrestin complementation, luminescence; inhibition, % at 20 µM; actives 0.32% (n = 330,000); AID 2521;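 active = inhibition above about 40% at 20 µM, limit read from the data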;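 note: cells challenged with 10 nM apelin-13 agonist together with compound; plate controls were apelin-13 plus DMSO wells for no effect and DMSO wells lacking apelin-13 for full effect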
# Target sequence (P35414 whole entry, looked up): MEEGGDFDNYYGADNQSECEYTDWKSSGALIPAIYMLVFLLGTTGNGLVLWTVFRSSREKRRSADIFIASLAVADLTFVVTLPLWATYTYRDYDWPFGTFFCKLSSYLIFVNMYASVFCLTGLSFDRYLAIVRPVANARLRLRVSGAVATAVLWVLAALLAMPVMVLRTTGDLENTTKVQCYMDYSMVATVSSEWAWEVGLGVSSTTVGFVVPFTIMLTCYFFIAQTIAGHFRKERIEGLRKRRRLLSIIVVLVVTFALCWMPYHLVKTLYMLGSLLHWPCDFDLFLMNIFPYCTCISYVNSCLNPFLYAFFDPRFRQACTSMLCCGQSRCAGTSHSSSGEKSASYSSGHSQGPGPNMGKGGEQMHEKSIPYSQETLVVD
# Gli-Sufu block: blocks Gli-Sufu signaling in a luciferase reporter; inhibition, % at 5 µM; actives 0.74% (n = 340,000); AID 588413; Sufu-KO-LIGHT fibroblasts, Gli luciferase reporter luminescence;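 active = inhibition above about 55%, limit read from the data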;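 note: 0% = DMSO-treated cells and 100% = wells with medium but no cells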
# CCR6 antagonist: antagonists of human CCR6 receptor. CHO-K1 CCR6 PathHunter beta-arrestin, luminescence, CCL20-stimulated. AID 493098. actives 0.49% (n = 340,000). inhibition, % at 20 µM;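 active = compounds whose inhibition of the agonist-driven luminescence signal at 20 µM reaches about 50%, limit read from the data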;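 note: cells stimulated with CCL20 at 14 nM final; plate controls were DMSO with CCL20 for no effect and DMSO without agonist for full effect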
# ATG4B inhibitor: inhibitors of human ATG4B cysteine protease; Q9Y4P1; actives 0.51% (n = 340,000); ATG4B cleavage of LC3-PLA2, NBD-HPC fluorescence, 1 h; inhibition, % at 8.33 µM; in the data active = inhibition above about 40%
# Target sequence (Q9Y4P1 whole entry, looked up): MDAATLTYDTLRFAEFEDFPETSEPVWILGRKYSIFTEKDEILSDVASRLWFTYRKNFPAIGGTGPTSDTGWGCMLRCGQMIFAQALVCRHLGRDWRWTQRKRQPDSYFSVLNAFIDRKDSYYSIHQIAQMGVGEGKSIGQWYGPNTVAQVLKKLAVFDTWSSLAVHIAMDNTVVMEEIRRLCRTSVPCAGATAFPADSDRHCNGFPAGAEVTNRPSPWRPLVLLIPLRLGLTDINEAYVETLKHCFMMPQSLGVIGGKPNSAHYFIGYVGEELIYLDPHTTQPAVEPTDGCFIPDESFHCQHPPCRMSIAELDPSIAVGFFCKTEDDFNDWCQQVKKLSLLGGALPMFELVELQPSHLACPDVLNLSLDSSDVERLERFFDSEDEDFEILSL
# EBI2 block: blocks human EBI2 receptor beta-arrestin signaling; AID 651636; actives 0.81% (n = 360,000); EBI2 beta-arrestin recruitment, luminescence, 7a,25-OHC stimulated; P32249; inhibition, % at 5 µM; in the data active = inhibition above about 38%;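 note: enzyme fragment complementation signal reports receptor beta-arrestin coupling in cells; 0% = agonist plus DMSO wells and 100% = wells without agonist; some results beyond the cut were filed as inactive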
# APJ agonist: activates the human apelin receptor APJ; CHO-K1 APJ PathHunter beta-arrestin, luminescence; 0% DMSO wells, 100% apelin; actives 0.11% (n = 330,000); P35414; AID 2520; activation, % at 20 µM;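 active = activation more than six SD over the plate average, tested at 20 µM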;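 note: 0% = DMSO alone and 100% = apelin-13 at 10 nM; some results filed as inactive read as strong as hits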
#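 Assay system: engineered CHO-K1 APJ arrestin reporter cells; Amount: 1000 CHO-K1 reporter cells seeded per well; Dosing: one dose, 20 µM compound, 1% DMSO; Times: compound stimulation 90 min at 25 °C, detection 60 min; Measured by: luminescent beta-gal fragment complementation, chemiluminescent substrate; Read-out: APJ–arrestin association signal; Controls: DMSO vs Apelin-13 10 nM.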
# Active calls of the source: *; . = no result given. Rows were taken by chance; any-hit rate near 3%.
SMILES,UBC13 polyUb,CXCR6 inh,APJ antagonist,Gli-Sufu block,CCR6 antagonist,ATG4B inhibitor,EBI2 block,APJ agonist
CC1(C)CC2(CCO1)OC(=O)CC2C(=O)Nc1ccc(Br)cc1 (centres undefined),1,-12,15,3,5,-1,-2,-3
Cc1ccc(S(=O)(=O)CCC(=O)OCC(=O)c2c(N)n(CC(C)C)c(=O)n(C)c2=O)cc1,1,3,0,7,0,-5,3,14
Cc1cc2ncc(Cl)nc2cc1C,8,-3,-6,-4,-12,-1,4,-2
CN(C)CCNC(=O)c1ccc(-c2nn(C)c(=O)c3ccccc23)cc1,13,-5,7,1,2,-2,-7,-2
CC1=NN(S(=O)(=O)c2ccc(C)cc2)C(=O)c2ccccc2O1,10,-4,-15,7,3,-6,-4,-2
O=C(O)C1CCCCC1C(=O)N1CCN(S(=O)(=O)c2ccc(F)cc2)CC1 (centres undefined),2,-20,16,5,5,-4,3,2
O=C1C2C3C=CC(C3)C2C(=O)N1c1n[nH]c(CCc2ccccc2)n1 (centres undefined),-2,6,-18,-11,5,3,-13,-3
COc1cccc(/C=C/C(=O)OCC(=O)NCc2ccc3c(c2)OCO3)c1,-8,5,6,1,8,-12,-4,-2
COCCn1c(C)nnc1SCC(=O)NNC(=O)c1ccc(Cl)cc1,3,-3,16,-12,4,-2,0,-2
CCOC(=O)CSC1=C(C#N)C(c2ccc(Cl)cc2)C(C(=O)OC)C(=O)N1 (centres undefined),-7,2,8,-3,12,3,2,-6
Cc1csc(SCC(=O)NC(=O)NC2CCCC2)n1,2,-9,-6,1,-1,4,-7,-2
O=C(c1ccc(F)cc1)N1CCC(O)(c2cccnc2)CC1,1,4,-1,0,-2,7,-2,-3
O=C(c1cc(C(=O)N2CCCC2)cc([N+](=O)[O-])c1)N1CCCC1,2,-1,-30,3,9,0,-1,1
COc1ccccc1NC(=S)N(CCc1c(C)[nH]c2ccccc12)Cc1cccs1,-12,6,16,6,4,-9,7,-1
CC1(C)CC[C@]2(C(=O)O)CC[C@]3(C)C(=CC[C@@H]4[C@@]5(C)CC[C@H](O[C@@H]6O[C@H](C(=O)O)[C@@H](O)[C@H](O[C@@H]7OC[C@H](O)[C@H](O)[C@H]7O)[C@H]6O)C(C)(C)[C@@H]5CC[C@]43C)[C@@H]2C1,-32,2,-1,7,22,18,-3,4
O=C1c2cccnc2C(Nc2ccc(S(=O)(=O)N3CCCCC3)cc2)N1Cc1ccccc1 (centres undefined),10,-1,22,5,-5,-11,0,-3
Cn1c(SCC(=O)Nc2ccc(NC(=O)c3ccccc3)cc2)nnc1-c1ccncc1,-1,1,6,6,10,-9,-2,0
O=C(Nc1cccc2c1CCCC2)c1ccco1,8,7,-1,0,6,7,-4,-4
O=C1CCCN2N=C(SCC(=O)N3N=C(c4ccc(Br)cc4)CC3c3ccc(F)cc3)SC2=N1 (centres undefined),-8,5,-22,7,3,-2,-4,-1
O=C(C1=C(O)C(=O)N(c2ncccn2)C1c1ccc(F)cc1)c1ccco1 (centres undefined),-11,0,-5,3,8,-3,-4,-1
COc1ccccc1C(=O)Nc1ccc(S(=O)(=O)NC2=NCCCCC2)cc1,6,1,-29,-8,0,-1,-6,4
CC(C)(C)[C@@H]1C=C(C(=O)O)O[C@H](OCc2ccc(CO)cc2)C1,-9,10,-12,-2,-6,0,1,-3
C=CCn1c(=NC(=O)CN2C(=O)CCC2=O)sc2cc(S(N)(=O)=O)ccc21,4,2,5,7,2,-1,-16,3
COc1ccc(S(=O)(=O)N2CCN(C(=O)CCOc3ccccc3)CC2)cc1OC,10,-4,4,2,7,7,5,-4
Cc1c(CCC(=O)NCCCCCC(=O)O)c(=O)oc2c(C)c3oc4c(c3cc12)CCCC4,7,-1,-2,3,2,8,-17,-4
CN(C(=O)C(Cl)Cl)c1ccc(OC(=O)c2ccco2)cc1,-8,5,2,-9,10,-4,-8,4
O=C(O)CCC(=O)NNc1ccccc1[N+](=O)[O-],6,-4,15,-7,-1,-2,-20,-1
CC(=O)Nc1ccc(NC(=O)c2ccccc2Sc2ccc([N+](=O)[O-])cc2Cl)cc1,-8,-7,-21,2,-9,-3,-15,1
COc1ccc(-c2nc3ccccc3c(=O)n2NC(=O)Cc2ccccc2)cc1,1,2,-1,-18,0,-4,-4,2
O=C(Nc1ccc(F)cc1)c1oc2ccccc2c1NC(=O)C1CC1,2,3,3,22,16,1,1,-3
CCCCCCCCCC(=O)N1c2ccccc2NC(=O)C1CC(=O)Nc1ccc(C(=O)O)cc1 (centres undefined),1,-3,14,-1,4,-8,-8,-2
O=C(CSc1ccc(-c2ccc(Cl)cc2)nn1)Nc1ccc2c(c1)OCCO2,-6,-3,-9,3,4,-6,0,0
CCc1nnc(NC(=O)c2cc(-c3ccc(C)o3)nc3ccccc23)s1,0,10,37,-5,20,-4,3,-7
COc1ccc(C2=CC(c3ccc(OC)c(OC)c3)NC(=S)N2)cc1 (centres undefined),-14,-12,-24,4,-6,-12,5,6
Cc1ccc(-n2ncc3c(=O)n(CC(=O)Nc4cccc(Cl)c4)cnc32)cc1C,15,4,-1,-14,-7,2,8,-2
COc1ccc(N(CC(=O)O)S(=O)(=O)c2ccc(OC)c(OC)c2)cc1,-2,1,-19,10,5,-10,-5,0
COC(=O)C1C2CC(=O)C(C2)C1C(=O)OC (centres undefined),.,-1,.,21,-3,-1,4,.
O=C(CSc1nc2[nH]ncc2c(=O)n1-c1ccccc1)NCc1cccs1,9,-10,-16,-18,18,-3,7,-2
Cc1ccc(OCC(=O)Nc2nnc(C3CCCO3)s2)c(Br)c1 (centres undefined),-3,3,-15,-5,13,7,-1,-3
CC(=O)Nc1ccc(C(=O)OCC(=O)Nc2ccccc2F)cc1,-2,3,10,-21,4,1,-5,-1
CNC(=O)NC(=O)Cn1cnc2sc(-c3ccccc3)cc2c1=O,2,7,2,-44,11,-3,2,-2
O=C1CCN(S(=O)(=O)c2cccs2)c2ccc(C(F)(F)F)cc2N1,9,6,-3,4,-2,-11,-9,-2
CCOC(=O)C1(C)C=C(Nc2ccccc2)C(=O)N1c1ccccc1 (centres undefined),1,11,13,0,20,-1,13,-1
COC(=O)c1ccc(C(=O)OC)c(NC(=O)COc2ccccc2OC)c1,1,-2,-7,3,14,-9,20,-1
Cc1ccc(CNS(=O)(=O)c2ccc3c(c2)n(C)c(=O)c(=O)n3C)cc1,3,-1,8,-2,2,-4,-12,-3
CCCOC(=O)c1ccc(NC(=O)C2C3C=CC(O3)C2C(=O)O)cc1 (centres undefined),-10,2,-10,3,8,-6,-4,-4
Cn1cccc1C(=O)NCc1ccc(S(N)(=O)=O)cc1,1,1,17,-4,13,2,-14,-3
Cc1ccc(OCCC(=O)OCC(=O)NC2CCS(=O)(=O)C2)cc1 (centres undefined),-2,4,8,-2,-3,-7,1,1
C=CC[C@@H](CC(=O)NCCO)C(=O)N[C@@H](C)COC(=O)[C@@H](CC=C)Cc1ccc(F)cc1,14,-1,5,-1,15,-4,-5,-5
CCOc1ccc(NC(=O)C(c2ccccn2)N(C(=O)CCl)c2ccc(OC)cc2)cc1 (centres undefined),-1,6,14,-5,2,1,-11,1
Cc1ccc(S(=O)(=O)N(C)Cc2ccc(-c3nnco3)cc2)cc1,-5,-3,15,4,12,-3,1,-2
CC(C)(C)OC(=O)N1CCC(c2c(C(=O)O)cnn2-c2ccccc2)CC1,-4,8,12,3,-3,-3,2,-1
COC(=O)C1=C(C)NC(=O)CC1c1cccc(OC)c1OC (centres undefined),2,1,16,-7,0,-1,-7,-2
COc1ccc(N(C(=O)c2snc(C(N)=O)c2N)C(C(=O)NC2CCCCC2)c2ccc(C)o2)c(OC)c1 (centres undefined),2,13,6,-9,9,16,7,-4
CN1CCN(CCC(=O)Nc2cccc(F)c2)CC1,3,-2,-20,-10,1,3,-5,-2
O=C(Cc1ccc(NC(=O)C2CCN(C(=O)C3CCC3)CC2)cc1)Nc1ccc(C(=O)N2CCOCC2)cc1,.,-13,.,-8,-6,-7,-5,.
O=C(Oc1ccc2ccc(=O)oc2c1)c1cccs1,14,-4,15,18,9,1,-1,1
CC(C)CC(NC(=O)OC(C)(C)C)C(=O)NC(C(=O)NC(C)C(N)=O)C(C)C (centres undefined),-1,3,-3,11,2,-8,-5,2
CCOc1ccccc1NC(=O)COc1ccc2c(c1)OCO2,16,2,7,24,9,11,10,0
CN(C)CCCNC(=O)c1ccc(-c2nc(-c3ccc(Cl)cc3)cs2)cc1,54*,14,52*,-8,82*,7,22,0
CC(/C=N/NC(=O)c1cnccn1)=C\c1ccco1,-12,1,-24,6,-10,4,-6,3
COc1ccc(NC(=O)CN(c2ccc(C)cc2)S(C)(=O)=O)c(OC)c1,5,-2,17,-1,13,-5,6,-3
O=C1N(CN2CCC3(CC2)OCCO3)c2ccccc2C12OCCCO2,4,-3,34,-2,-6,0,-4,3

# 14 compounds from above, ordered by length of the SMILES, low to high.
SMILES,UBC13 polyUb,CXCR6 inh,APJ antagonist,Gli-Sufu block,CCR6 antagonist,ATG4B inhibitor,EBI2 block,APJ agonist
CN1CCN(CCC(=O)Nc2cccc(F)c2)CC1,3,-2,-20,-10,1,3,-5,-2
O=C(Oc1ccc2ccc(=O)oc2c1)c1cccs1,14,-4,15,18,9,1,-1,1
CC(/C=N/NC(=O)c1cnccn1)=C\c1ccco1,-12,1,-24,6,-10,4,-6,3
CCOc1ccccc1NC(=O)COc1ccc2c(c1)OCO2,16,2,7,24,9,11,10,0
Cn1cccc1C(=O)NCc1ccc(S(N)(=O)=O)cc1,1,1,17,-4,13,2,-14,-3
O=C1N(CN2CCC3(CC2)OCCO3)c2ccccc2C12OCCCO2,4,-3,34,-2,-6,0,-4,3
Cc1ccc(OCCC(=O)OCC(=O)NC2CCS(=O)(=O)C2)cc1 (centres undefined),-2,4,8,-2,-3,-7,1,1
COC(=O)c1ccc(C(=O)OC)c(NC(=O)COc2ccccc2OC)c1,1,-2,-7,3,14,-9,20,-1
CCCOC(=O)c1ccc(NC(=O)C2C3C=CC(O3)C2C(=O)O)cc1 (centres undefined),-10,2,-10,3,8,-6,-4,-4
COc1ccc(NC(=O)CN(c2ccc(C)cc2)S(C)(=O)=O)c(OC)c1,5,-2,17,-1,13,-5,6,-3
CC(C)(C)OC(=O)N1CCC(c2c(C(=O)O)cnn2-c2ccccc2)CC1,-4,8,12,3,-3,-3,2,-1
CCOc1ccc(NC(=O)C(c2ccccn2)N(C(=O)CCl)c2ccc(OC)cc2)cc1 (centres undefined),-1,6,14,-5,2,1,-11,1
CC(C)CC(NC(=O)OC(C)(C)C)C(=O)NC(C(=O)NC(C)C(N)=O)C(C)C (centres undefined),-1,3,-3,11,2,-8,-5,2
O=C(Cc1ccc(NC(=O)C2CCN(C(=O)C3CCC3)CC2)cc1)Nc1ccc(C(=O)N2CCOCC2)cc1,.,-13,.,-8,-6,-7,-5,.

# Compound activity as filed in PubChem.
